# Bioassay records from PubChem.
# MrgX1 antag = antagonists of human MrgX1 receptor, primary screen, HEK293 cells, Fluo-4 calcium flux. BAM8-22 antagonism; hits give low values. B-score at 10 µM. hit rate 1.3% among 310,000. AID 588676, 2011;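 active means calcium-response B-score plate-corrected more than 3 library SD below zero, starting fluorescence within 5 deviations, no agonist response on first addition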;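 further: peak minus trough fluorescence over baseline after final BAM8-22 challenge near maximal dose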
# TMEM16A inh = TMEM16A chloride channel inhibitors, primary screen, cell-based, HTS. HEK293 TMEM16A/YFP iodide influx fluorescence, ionomycin. normalized B-score (activity score, 25-100; higher = stronger inhibition) at 10 µM. hit rate 1.2% among 310,000;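 active means ratio plate-corrected score three or more library SD toward inhibition, starting fluorescence score within five deviations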;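 further: score derived from kinetic fluorescence span divided by baseline fluorescence per well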
# TRPC4 potent = positive allosteric modulators of TRPC4, primary screen, cell-based, mouse TRPC4beta, HEK293 mu-opioid, Fluo-4 calcium; hit rate 0.42% among 310,000; Short transient receptor potential channel 4 (Mus musculus), Q9QUQ5; B-score at 10 µM; DAMGO EC20, Fluo-4 Ca2+ flux; hits give high values;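 active means B-score of calcium response area above 5 SD of library B-scores, with initial fluorescence ratio within 5 SD of library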;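 further: B-score of integrated fluorescence ratio over time as area under calcium response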
# Target sequence (Q9QUQ5 whole entry, looked up): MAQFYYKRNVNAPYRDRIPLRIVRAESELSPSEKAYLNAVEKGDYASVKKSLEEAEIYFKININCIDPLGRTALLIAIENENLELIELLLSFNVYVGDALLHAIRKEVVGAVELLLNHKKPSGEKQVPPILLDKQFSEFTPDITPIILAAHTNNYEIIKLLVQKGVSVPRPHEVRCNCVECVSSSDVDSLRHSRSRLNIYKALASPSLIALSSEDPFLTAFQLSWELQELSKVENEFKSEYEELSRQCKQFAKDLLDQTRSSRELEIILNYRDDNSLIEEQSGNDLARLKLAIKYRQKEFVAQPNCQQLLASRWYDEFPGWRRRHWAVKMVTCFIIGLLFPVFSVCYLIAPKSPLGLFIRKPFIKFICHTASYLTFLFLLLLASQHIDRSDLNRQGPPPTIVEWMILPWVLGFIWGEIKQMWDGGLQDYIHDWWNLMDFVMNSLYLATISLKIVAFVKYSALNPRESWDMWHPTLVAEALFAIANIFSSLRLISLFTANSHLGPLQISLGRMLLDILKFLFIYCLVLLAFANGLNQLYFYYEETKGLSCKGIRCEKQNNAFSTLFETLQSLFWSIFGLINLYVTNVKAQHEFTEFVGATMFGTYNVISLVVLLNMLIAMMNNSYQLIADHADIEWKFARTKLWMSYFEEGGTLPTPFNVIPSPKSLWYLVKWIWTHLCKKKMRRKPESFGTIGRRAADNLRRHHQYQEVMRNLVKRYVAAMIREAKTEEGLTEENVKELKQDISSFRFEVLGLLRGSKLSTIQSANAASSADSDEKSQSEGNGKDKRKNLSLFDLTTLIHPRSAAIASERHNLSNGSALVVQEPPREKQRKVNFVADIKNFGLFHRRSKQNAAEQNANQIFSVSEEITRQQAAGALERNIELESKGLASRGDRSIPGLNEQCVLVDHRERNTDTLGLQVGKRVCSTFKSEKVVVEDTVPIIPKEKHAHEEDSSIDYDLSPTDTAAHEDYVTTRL
# MrgX1 PAM = positive allosteric modulators of MrgX1, primary screen, HEK293 cells, Fluo-4 calcium flux. Mas-related G-protein coupled receptor member X1 (Homo sapiens), Q96LB2. FDSS; hits give high values. hit rate 0.63% among 310,000. B-score at 10 µM;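 active means plate-corrected calcium response at least 3 library SD above typical, normal starting fluorescence, not activating the receptor alone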;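 further: compound read alongside a low EC10 to EC30 dose of BAM8-22 agonist; peak minus trough fluorescence over baseline measured at the second addition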
# TRPC4 block = inhibitors of mouse TRPC4 channel, primary screen, Fluo4 calcium, HEK293 TRPC4beta/mu-opioid cells; Short transient receptor potential channel 4 (Mus musculus), Q9QUQ5; DAMGO-evoked Fluo4 calcium flux; hits give low values; B-score at 10 µM; hit rate 0.39% among 300,000;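 active means B-score over 3 SD under the library average, no early fluorescence shift, positive overall ratio signal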
#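 Signal: kinetic Fluo4 fluorescence imaging of calcium influx. Material: stable TRPC4beta/mu-opioid receptor HEK293 cells. Probe or stimulus: DAMGO in two steps, submaximal then maximal.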
# RGS4 inh = RGS4 inhibitors, primary screen, cell-based, HEK293 M3R inducible RGS4, calcium flux. B-score at 10 µM. Regulator of G-protein signaling 4 (Homo sapiens), P49798. Fluo-4 calcium flux; hits give high values; triggered by carbachol at its EC20. hit rate 0.45% among 310,000;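 active means B-score, a plate-corrected calcium signal, over three deviations above library mean, with baseline fluorescence within five deviations of library mean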;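 further: RGS4 expression induced by doxycycline in cells with stable M3 receptor; B-score is computed from the integrated fluorescence ratio over baseline after carbachol; higher B-score means a larger calcium signal and so more RGS4 inhibition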
# TRPC6 activator = mouse TRPC6 channel activators, primary screen, cell-based, HEK293, membrane potential dye; Short transient receptor potential channel 6 (Mus musculus), Q61143; HEK293-TRPC6 membrane potential dye fluorescence; hits give high values; B-score at 10 µM; hit rate 0.13% among 310,000;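 active means B-score of the integrated fluorescence ratio above library mean plus 3 SD, and starting fluorescence ratio within library mean plus 5 SD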;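 further: higher score means more depolarization so channel activation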
# ANO1 activ = TMEM16A chloride channel activators or potentiators, primary screen, cell-based, HTS; HEK293 TMEM16A/YFP-H148Q/I152L, iodide quench fluorescence; hits give low values; B-score at 10 µM; hit rate 0.3% among 340,000; AID 623877, 2012;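 active means fluorescence-ratio B-score plate-corrected deviation score at least 3 library SD below zero, with starting fluorescence score within 5 deviations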;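 further: channel opened by trigger with iodide after compound preincubation; score built on the fluorescence ratio of max minus min over baseline; more negative score means more quench and so TMEM16A activation or potentiation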
# TRPC4 agonist = activators of mouse TRPC4 channel, primary screen, Fluo4 calcium, HEK293 TRPC4beta/mu-opioid cells; Short transient receptor potential channel 4 (Mus musculus), Q9QUQ5; Fluo4 calcium fluorescence; hits give high values; B-score at 10 µM; hit rate 0.49% among 310,000; AID 2237, 2010;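 active means B-score above 5 SD of library B-scores, and initial fluorescence ratio not above library mean plus 5 SD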;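 further: positive B-score marks a calcium rise read as TRPC4 activation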
#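 Material: HEK293 stable line with TRPC4beta plus mu-opioid receptor; technique: Fluo4 calcium-sensitive dye fluorescence, kinetic, 1 Hz baseline; timing: Fluo4 dye loading 45 min at room temperature, 110 s recording; controls: assay buffer as low control, maximal DAMGO as high control; read-out: integrated baseline-normalised fluorescence ratio, converted to per-well B score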
# TRPC6 inhibitor = mouse TRPC6 channel inhibitors, primary screen, cell-based, HEK293, membrane potential dye; B-score at 10 µM; hit rate 1.1% among 310,000; ACh-evoked depolarization; hits give low values; Short transient receptor potential channel 6 (Mus musculus), Q61143;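 active means B-score under library mean minus 3 SD, initial fluorescence not abnormally high, positive integrated signal ratio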;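 further: B-score derived from integrated fluorescence ratio over the kinetic read; more negative B-score means stronger inhibition of depolarization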
# MrgX1 ag = agonists of human MrgX1 receptor, primary screen, HEK293 cells, Fluo-4 calcium flux | B-score at 10 µM | hit rate 0.44% among 310,000 | Fluo-4 calcium fluorescence, agonist mode; hits give high values | Mas-related G-protein coupled receptor member X1 (Homo sapiens), Q96LB2;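 active means calcium response B-score plate-corrected fluorescence ratio at least 3 library SD, with starting fluorescence B-score inside 5 SD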
#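 Assay system: MrgX1-expressing HEK293 cells / Amount: fifteen thousand cells per well / Doses: test compound in the initial addition of three / Timing: cells plated overnight, dye loaded 0.5 h 37 °C, 0.5 h room temperature / Technique: kinetic calcium dye fluorescence, Fluo-4 NW / Control set: positive and negative controls per plate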
# * hit, by the source's call; i = inactive; . = no result given.
# Every second line gives: MrgX1 antag, TMEM16A inh, TRPC4 potent, MrgX1 PAM, TRPC4 block, RGS4 inh, TRPC6 activator, ANO1 activ, TRPC4 agonist, TRPC6 inhibitor, MrgX1 ag
COc1ccc(OC)c2sc(N(CCN(C)C)C(=O)/C=C/c3cccs3)nc12
→ i, i, i, i, i, i, i, -32*, i, i, i
CN1CCc2nc(SCC(=O)Nc3ccc(OC(F)(F)F)cc3)c(C#N)c(-c3cccs3)c2C1
→ i, i, i, i, i, i, i, i, i, i, i
CC(C)CCNC(=O)Cn1c2c(c(-c3ccccc3Cl)cc1=O)CCC2
→ i, i, i, i, i, i, i, i, i, i, i
CCOc1ccc(-c2cc(C(=O)N/N=C/c3cccnc3)c3ccccc3n2)cc1
→ i, i, i, i, i, i, i, i, i, i, i
Cc1cc2ncn(C(=O)c3cc(-c4ccccc4)nc4ccccc34)c2cc1C
→ i, i, i, i, i, i, i, i, i, i, i
COc1ccccc1CNC(=O)CSc1ccccc1
→ i, i, i, i, i, i, i, i, i, i, i
Cc1ccc(NC(=O)C(NC2CCCC2)c2ccccc2)cc1Cl (stereo not given)
→ i, i, i, i, i, i, i, i, i, i, i
CCc1ccc(CN(C(=O)c2cccs2)C2CCS(=O)(=O)C2)cc1 (stereo not given)
→ i, i, i, i, i, i, i, i, i, i, i
COc1ccc(-c2noc(COc3ccc4ccccc4c3Br)n2)cc1OC
→ i, i, i, i, i, i, i, i, i, i, i
COCCN(C(=O)CSc1nc2ccc(C)cc2[nH]1)c1c(N)n(Cc2ccccc2)c(=O)[nH]c1=O
→ i, i, i, i, i, i, i, i, i, i, i
Cc1ccc(C(=O)N(C)CC(=O)Nc2cccc(F)c2)cc1S(=O)(=O)N1CCCCC1
→ i, i, i, i, i, i, i, i, i, i, i
Fc1ccc(Nc2ncnc3ccccc23)cc1
→ i, i, i, i, i, i, i, i, i, i, i
COc1ccc(/C=N/OCC(=O)N=Nc2c(O)[nH]c3ccc(Br)cc23)cc1OC
→ i, i, i, i, i, i, i, i, i, i, i
O=S(=O)(NCCCN1CCOCC1)c1ccc(Cl)cc1
→ i, i, i, i, i, i, i, i, i, i, i
CCOC(=O)c1sc(NC(=O)C(CC)Sc2nc3ccccc3[nH]2)nc1C (stereo not given)
→ i, i, i, i, ., i, i, i, i, i, i
Cc1ccc(CN2CCNC(=O)C2CC(=O)NCc2csc(C(C)C)n2)cc1 (stereo not given)
→ i, i, i, i, i, i, i, i, i, i, i
COc1cccc(NC(=O)CSc2nnc(-c3ccoc3C)n2CC2CCCO2)c1 (stereo not given)
→ i, i, i, i, i, i, i, i, i, i, i
Cc1ccc(C(=O)CSc2nnc(CNc3ccc(F)cc3)o2)cc1
→ i, i, i, i, i, i, i, i, i, i, i
Cc1ccc(S(=O)(=O)NCCC(=O)NCCN2CCCCCC2)cc1
→ i, i, i, i, i, i, i, i, i, i, i
c1ccc(CNc2ncnc3scc(-c4cccs4)c23)nc1
→ i, i, i, i, i, i, i, i, i, i, 27*
COc1ccc(CN2C(=O)CSC2c2ccncc2)cc1 (stereo not given)
→ i, i, i, i, i, i, i, i, i, i, i
O=C(N/N=C/c1cn(-c2ccccc2)nc1-c1cc2ccccc2o1)c1ccncc1
→ i, 25*, i, i, i, i, i, i, i, i, i
CCn1cc(C(=O)N[C@@H](C)C(=O)NCCCN2CCOCC2)c(=O)c2cc3c(cc21)OCO3
→ i, i, i, i, i, i, i, i, i, i, i
Cc1ccc(S(=O)(=O)CCC(=O)NCc2ccccc2F)cc1
→ i, i, i, i, i, i, i, i, i, i, i
CCC(=O)Nc1nc2c(s1)COc1ccccc1-2
→ i, i, i, i, i, i, i, i, i, i, i
Cc1ccc2c(c1)C(=O)CCN2
→ i, i, i, i, i, i, i, i, i, i, i
COc1ccccc1CNC(=O)COc1ccc(C)nc1[N+](=O)[O-]
→ i, i, i, i, i, i, i, i, i, i, i
Cc1sc(-n2c(C)cc(C=O)c2C)c(C(=O)O)c1C
→ i, i, i, i, i, i, i, i, i, i, i
CCCN(CCC)C(=O)Cn1c(=O)n(CCCC(=O)NCc2ccco2)c(=O)c2sccc21
→ i, i, i, i, i, i, i, i, i, i, i
Cn1c(=O)n(C)c2cc(NC(=O)c3ccc(F)cc3)ccc21
→ i, i, i, i, i, i, i, i, i, i, i
CCn1c(COc2ccc(C)cc2)nnc1SCc1nc2ccccc2[nH]1
→ i, i, i, i, i, i, i, i, i, i, i
O=c1c2ccccc2nc2c3ccccc3c(NCCO)nn12
→ i, i, i, i, i, i, i, i, i, i, i
COc1ccc(CN2CCN(c3cccc(C)c3C)CC2)cc1OC
→ i, i, i, i, i, i, i, i, i, i, i
CC(=O)N1CCc2cc(S(=O)(=O)N3CCc4ccccc43)ccc21
→ i, i, i, i, i, i, i, i, i, i, i
CCn1c(=O)c(=O)[nH]c2cc(C(=O)N3CCN(Cc4ccc5c(c4)OCO5)CC3)ccc21
→ i, i, i, i, i, i, i, i, i, i, i
COc1ccc(C(=O)Nc2cc(C(=O)O)cc(C(=O)O)c2)cc1Cl
→ i, i, i, i, i, i, i, i, i, i, i
CSc1ccc(CN(C)CC(=O)NCc2ccccc2)cc1
→ i, i, i, i, i, i, i, i, i, i, i
COc1ccc(N(CC(=O)NC(C)(C)C)C(=O)CCC(=O)Nc2nccs2)cc1
→ i, i, i, i, i, i, i, i, i, i, i
O=C(NC(NC(=S)Nc1ccccc1C(=O)O)C(Cl)(Cl)Cl)c1ccccc1 (stereo not given)
→ i, i, i, i, i, i, i, i, i, i, i
COCc1cc(C)nc(OC)c1C(N)=O
→ i, i, i, i, i, i, i, i, i, i, i
N#Cc1cccc(CN2CCC(=O)N([C@H](CO)c3ccccc3)CC2)c1
→ i, i, i, i, i, i, i, i, i, i, i
N#Cc1nc(COc2ccc(F)cc2)oc1N1CCC(Cc2ccccc2)CC1
→ i, i, i, i, i, i, i, i, i, i, i
CCCOc1ccc(N2C(=O)CC(N(CCc3ccc(OC)c(OC)c3)C(=S)Nc3ccccc3)C2=O)cc1 (stereo not given)
→ i, i, i, i, i, i, i, i, i, i, i
CC1(C(=O)NC2CCCC2)CCC(=O)N1Cc1ccc2c(c1)OCO2 (stereo not given)
→ i, i, i, i, i, i, i, i, i, i, i
Cc1nc(-c2ccc(F)cc2)c(CC(=O)Nc2ccc(C)c(S(=O)(=O)N3CCOCC3)c2)s1
→ i, i, i, i, i, i, i, i, i, i, i
COc1ccc(-c2c(C#N)c(SCC(=O)Nc3ccccc3)nc3c2CCCC3)cc1
→ i, i, i, i, i, i, i, i, i, i, i
CCOC(=O)C1=C(COc2ccccc2)NC(=O)NC1c1ccc2ccccc2c1 (stereo not given)
→ i, i, i, i, i, i, i, ., i, i, i
Cc1cc(NC(=O)CSc2nc(N)c(NC(=O)c3ccco3)c(=O)[nH]2)no1
→ i, i, i, i, i, i, i, i, i, i, i
Cc1c(NC(=O)Nc2ccccc2C(F)(F)F)c(=O)n(-c2ccccc2)n1C
→ i, i, i, i, i, i, i, i, i, i, i
Cc1cccc(C)c1Nc1nnc(SCC(=O)NC2CCS(=O)(=O)C2)s1 (stereo not given)
→ i, i, i, i, i, i, i, i, i, i, i
CC1OC(OC2C(CO)OC(OC3C(CO)OC(O)C(O)C3O)C(O)C2O)C(O)C(O)C1N[C@@H]1C=C(CO)[C@@H](O)C(O)[C@H]1O (stereo not given in full)
→ i, i, i, i, i, i, i, i, i, i, i
Cc1cc(C)c(S(=O)(=O)N2CCOC2CNC(=O)C(=O)NCCCn2ccnc2)c(C)c1 (stereo not given)
→ i, i, i, i, i, i, i, i, i, i, i
CCS(=O)(=O)N1CCC(N2CCN(c3ccccc3)CC2)CC1
→ i, i, i, i, i, i, i, i, i, i, i
CCc1nc2scc(-c3ccccc3)c2c(=O)n1N
→ i, i, i, i, i, i, i, i, i, i, i
O=C(NCc1ccccc1)c1cnc(-c2ccccn2)nc1C(F)(F)F
→ i, i, i, i, i, i, i, i, i, i, i
CCOc1ccc(N2CC(C(=O)Nc3ccncc3)CC2=O)cc1 (stereo not given)
→ i, i, i, i, i, i, i, i, i, i, i
O=C(CC(=O)N/N=C/c1c(Cl)cccc1Cl)NCc1cccnc1
→ i, i, i, i, i, i, i, i, i, i, i
CCC(C)OC1OC(CO)C(O)C(O)C1NC(C)=O (stereo not given)
→ i, i, i, i, i, i, i, i, i, i, i
COc1ccc(C(=O)N/N=C/c2c(C)nn(-c3ccccc3)c2OC)cc1
→ i, i, i, i, i, i, i, i, i, i, i
O=C(Nc1ccncc1Cl)c1ccncc1
→ i, i, i, i, i, i, i, i, i, i, i

# The results go on:
# Every second line gives: MrgX1 antag, TMEM16A inh, TRPC4 potent, MrgX1 PAM, TRPC4 block, RGS4 inh, TRPC6 activator, ANO1 activ, TRPC4 agonist, TRPC6 inhibitor, MrgX1 ag
Cc1cc2c(nn1)CCc1c-2no[n+]1[O-]
→ i, i, i, i, i, i, i, i, i, i, i
CC1CC1c1ccc(/C=C(\C#N)C(=O)Nc2cc(Cl)ccc2Cl)o1 (stereo not given)
→ i, i, i, i, i, i, i, i, i, i, i
Cc1cccc(C)c1OC(=O)Cc1ccccc1[N+](=O)[O-]
→ i, i, i, i, i, i, i, i, i, i, i
CSc1cccc(NC(=O)CNC(=O)c2ccc3c(c2)OCO3)c1
→ i, i, i, i, i, i, i, i, i, i, i
COc1ccccc1NC(=O)CSC1=NCCN1
→ i, i, ., i, ., ., ., i, ., ., i
